Rpn11 block: Rpn11 (PSMD14) deubiquitinase inhibitors, primary screen, biochemical, fluorescence polarization, uHTS; calls only at 20 µM; AID 588493, 2011; 26S proteasome non-ATPase regulatory subunit 14 (Homo sapiens), O00487; actives 0.59% (n = 360,000); human 26S proteasome, Ub4-pepOG fluorescence polarization; 20S core pre-blocked with epoxomicin;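 active = inhibition at 20 µM, scaled to each plate's controls, above about 33%, limit read from the data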
Target sequence (O00487 whole entry, looked up): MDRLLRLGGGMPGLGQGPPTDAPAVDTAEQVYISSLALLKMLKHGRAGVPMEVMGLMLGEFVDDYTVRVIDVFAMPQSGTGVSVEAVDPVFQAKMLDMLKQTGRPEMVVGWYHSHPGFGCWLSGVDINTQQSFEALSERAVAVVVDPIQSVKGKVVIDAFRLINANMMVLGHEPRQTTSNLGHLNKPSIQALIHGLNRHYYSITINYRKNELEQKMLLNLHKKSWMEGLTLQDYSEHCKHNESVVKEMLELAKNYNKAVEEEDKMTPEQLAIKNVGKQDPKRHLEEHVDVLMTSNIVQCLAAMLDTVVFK
DNMT1 block: human DNMT1 methyltransferase inhibitors, primary screen, biochemical, molecular beacon, fluorescence, HinP1I cleavage, uHTS; DNA (cytosine-5)-methyltransferase 1 (Homo sapiens), P26358; inhibition (reported as % activation of signal), % at 10 µM; actives 0.83% (n = 360,000); in the data active = inhibition above about 50%
STEP block: STEP phosphatase inhibitors, primary screen, biochemical, fluorescence intensity, uHTS. inhibition, % at 20 µM. AID 588621, 2011. actives 0.25% (n = 360,000). Tyrosine-protein phosphatase non-receptor type 5 (Homo sapiens), P54829. recombinant STEP, OMFP fluorogenic substrate;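 active = inhibition at 20 µM, scaled per plate between control wells, above about 37%, limit read from the data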;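 also: 0% = DMSO with enzyme and substrate and 100% = substrate only without enzyme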
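Measure: Control-normalized % inhibition with plate pattern correction | Test system: STEP phosphatase, cell-free reaction | Medium: pH 6.0 Bis-Tris with DTT and Tween 20 | Technique: Fluorescence, 480/540 nm | Times: Reaction 20 min, ambient temperature | Doses: Single compound dose of 20 µM, 1% DMSO final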
Scp-1 inhibitor: Scp-1 phosphatase inhibitors, primary screen, biochemical, colorimetric, uHTS; Recombinant Scp1, phosphopeptide, malachite green phosphate absorbance; inhibition, % at 20 µM; AID 493091, 2011; Carboxy-terminal domain RNA polymerase II polypeptide A small phosphatase 1 (Homo …; actives 0.88% (n = 340,000);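 active = inhibition above about 50% at 20 µM, limit read from the data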;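 also: plate controls were DMSO wells with enzyme for no effect and wells lacking enzyme for full effect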
Target sequence (Q9GZU7 76-261 limits assumed): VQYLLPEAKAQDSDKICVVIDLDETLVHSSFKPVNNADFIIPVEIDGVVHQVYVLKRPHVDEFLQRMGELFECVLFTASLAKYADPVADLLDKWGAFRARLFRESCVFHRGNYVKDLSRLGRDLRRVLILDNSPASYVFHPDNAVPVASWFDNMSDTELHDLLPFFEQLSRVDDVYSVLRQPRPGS
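Test system: SCP-1 catalytic domain; Buffer or medium: Acidic Tris acetate buffer with magnesium and detergent; Also added: Phosphorylated 17-residue peptide substrate; Compound: single 20 µM dose, 1% DMSO; Schedule: enzyme reaction 45 min at room temperature, colour 5 min, stabilisation 30 min; Signal: Phosphate-binding colour reagent, absorbance read at 630 nm.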
NRP1-CendR mod: modulators of CendR peptide binding to NRP-1, primary screen, biochemical, fluorescence polarization, uHTS; FAM-RPARPAR peptide binding to NRP-1; actives 0.85% (n = 360,000); inhibition, % at 25 µM; AID 602438, 2012; Neuropilin-1 (Homo sapiens), O14786;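 active = inhibition or corrected inhibition above about 18%, plus a signal ratio from 0.5 to 1.5, limit read from the data, passing the limit was not always enough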; also: strong numbers were not always called active
MT1-MMP act inh: blockers of MT1-MMP proenzyme processing, primary screen, HT1080 RFP-PRO-GFP cells, GFP/RFP fluorescence. Matrix metalloproteinase-14 (Homo sapiens), P50281. GFP/RFP ratio fluorescence, overnight; percent of plate control window, DMSO zero. GFP/RFP ratio change, % at 20 µM. actives 0.061% (n = 360,000);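 active = GFP/RFP ratio change of at least 30% with cell ATP level not reduced by more than half and red fluorescence within 50% of control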; also: strong numbers were not always called active
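Test system: HT1080 cells expressing an RFP-PRO-GFP fluorescent reporter construct / Compound dosing: single-point 20 µM compound, 1% DMSO / Schedule: cells overnight before dosing, compound overnight, 37 °C, 5% CO2 / Evaluation: GFP/RFP fluorescence ratio / Control set: DMSO and RFP-L50D-GFP cell wells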
NadD inh: inhibitors of S. aureus NadD, primary screen, biochemical, colorimetric, uHTS; Nicotinate-nucleotide adenylyltransferase NadD (Staphylococcus aureus N315); purified NadD enzyme, colorimetric absorbance read-out; inhibition, % at 20 µM; actives 0.78% (n = 360,000); in the data active = inhibition above about 26%; also: some compounds past the cut are filed as inactive
SKN-1 inh: suppressors of acrylamide-induced Pgst-4::GFP reporter in worms, primary screen, SKN-1 inhibitor project, whole organism, uHTS, GFP/RFP fluorescence ratio, strain VP596 | AID 624304, 2012 | C. elegans VP596 Pgst-4::GFP/RFP ratio, 24 h | actives 0.49% (n = 360,000) | inhibition, % at 21.8 µM;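 active = interference check ratio from 0.5 to 1.5 plus GFP to RFP signal ratio inhibition reaching or exceeding a fixed threshold, cut at about 30% in these data, passing the limit was not always enough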; also: some compounds called inactive have numbers as strong as hits
SUMO1 PPI mod: modulators of SUMO1 protein-protein interactions, primary screen, biochemical, uHTS. Small ubiquitin-related modifier 1 (Homo sapiens), P63165. SUMO1 binding to a labelled peptide, TR-FRET, 1 h. inhibition, % at 20 µM. actives 0.33% (n = 360,000); in the data active = inhibition above about 37%
Target sequence (P63165 whole entry, looked up): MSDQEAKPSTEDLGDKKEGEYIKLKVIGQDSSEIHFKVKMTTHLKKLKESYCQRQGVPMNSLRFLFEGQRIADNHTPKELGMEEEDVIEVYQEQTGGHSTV
LMPTP inh: LMPTP phosphatase inhibitors, primary screen, biochemical, fluorescence intensity, uHTS; Low molecular weight phosphotyrosine protein phosphatase (Homo sapiens), P24666; recombinant LMPTP-A, OMFP fluorogenic substrate; inhibition, % at 20 µM; actives 0.22% (n = 360,000); AID 651560, 2012;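 active = compounds that cut the enzyme signal by at least half of the control window in the single-dose screen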;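 also: plate controls were DMSO wells with enzyme plus substrate for no effect and substrate without enzyme for full effect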
Target sequence (P24666 whole entry, looked up): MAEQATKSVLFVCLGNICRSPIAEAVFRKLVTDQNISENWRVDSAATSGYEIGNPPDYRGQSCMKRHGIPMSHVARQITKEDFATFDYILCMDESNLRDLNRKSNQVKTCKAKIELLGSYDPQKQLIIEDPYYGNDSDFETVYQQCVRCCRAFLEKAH
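Test system – LMPTP-A enzyme · Amount – LMPTP-A at 0.625 nM final in the reaction · Buffer or medium – Bis-Tris pH 6.0, DTT, detergent · Reagent – OMFP 400 µM · Doses – single 20 µM dose · Schedule – reaction 50 min, room temperature, dark · Detection – fluorescence intensity of OMFP turnover product · Evaluation – percent inhibition versus substrate-only and uninhibited controls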
Numbers without * were called inactive; i = inactive; . = not tested or not shown.

The line under a structure holds: Rpn11 block, DNMT1 block, STEP block, Scp-1 inhibitor, NRP1-CendR mod, MT1-MMP act inh, NadD inh, SKN-1 inh, SUMO1 PPI mod, LMPTP inh
1: O=C1CN(C(=O)c2cc(F)cc(F)c2)c2ccccc2N1
 : i, 2, -2, -5, 9, 1, -1, 0, 4, 0.1
2: Cc1cc([N+](=O)[O-])c(NCCCCCCO)c([N+](=O)[O-])c1
 : i, 0, -1, -2, 1, 11, 6, -9, -41, 1.8
3: Cc1ccc(N/C(=C\C(=O)c2ccccc2)C(=O)O)cc1
 : i, 1, -2, -5, 1, -1, 4, 5, -5, -1.0
4: COc1ccc2c(c1)cc(C(O)c1ccccn1)n2S(=O)(=O)c1ccccc1 (stereo not given)
 : i, -3, 2, -2, 2, 4, 6, 7, 1, -0.8
5: Cc1ccc(NC(=O)CCCNC(=O)c2ccc(Cl)cc2)c(Br)c1
 : i, 0, 0, -6, -4, 5, -4, 17, -2, -0.2
6: CCCOc1ccc(F)cc1-c1cc(C(=O)Nc2ccc(OC)cc2C)[nH]n1
 : i, 6, -1, ., 2, -13, -5, 16, 8, 3.1
7: CCN(CC)S(=O)(=O)c1ccc(N(C)CCc2ccc(OC)c(OC)c2)nc1
 : i, 0, 0, -2, 4, -3, -4, 43*, 3, -0.6
8: Cc1cccc(OCC(O)CN2C(C)(C)CC(O)CC2(C)C)c1C (stereo not given)
 : i, 1, 2, -4, 6, 4, -5, -1, 1, -0.6
9: Cn1nnnc1SCC(=O)N1CCN(S(=O)(=O)c2ccc(Cl)cc2)CC1
 : i, 3, 0, 4, 6, 6, 2, 9, -3, 0.2
10: O=C(Nc1ccccn1)c1cc(-c2cccc(Cl)c2)nc2ccccc12
 : i, -1, 1, -7, -2, -6, 1, 4, -3, 1.5
11: COc1ccc(Cc2c3cc(OC)c(OC)cc3cc[n+]2C)cc1OC
 : i, -15, 0, 101*, 14, -3, 14, 2, -10, -0.4
12: CCCCn1c(N)c(N(CC(C)C)C(=O)c2ccc(Cl)c(S(=O)(=O)N3CCCC3)c2)c(=O)[nH]c1=O
 : i, 1, -1, 6, -6, 5, -1, -31, -1, -0.9
13: COc1ccc(Oc2ccc(-c3ccn[nH]3)cc2)cc1
 : i, 7, 0, -4, 0, -2, -5, 17, 3, 0.6
14: Cc1ccc(S(=O)(=O)NCCC(=O)OCC(=O)N2CCCC2=O)cc1C
 : i, 1, 2, -4, 5, -3, -3, 11, 6, 0.1
15: CCOC(=O)c1c(C)c(C(=O)NCc2cccnc2)c(C)n1C
 : i, -1, -3, 10, 6, 0, -1, 2, -3, -1.4
16: CCc1nc2c(OCc3ccc(F)c(F)c3)cccn2c1N(C)C(=O)c1ccncc1
 : i, 0, 1, ., 0, 3, 2, 8, -1, -0.3
17: COc1ccc(CCNC(=O)C2CC2)cc1OC
 : i, 12, 0, 3, 7, 3, 0, -5, -2, -0.4
18: Cc1sc2ncnc(SCC#N)c2c1C
 : i, 8, 1, -7, -19, -18, 9, 12, 12, 3.4
19: C=CCn1c(-c2ccccc2)c[nH]c1=S
 : i, -1, -4, 3, -4, 6, -3, -13, 7, 0.0
20: C=CCN1C(=O)c2cccc3c(N4CCCCC4)ccc(c23)C1=O
 : i, 6, -10, -9, 132, -138, 2, -77, -29, 3.7

Down the list, as entered above.
NadD inh, compounds 9 to 14: 2, 1, 14, -1, -5, -3

2 compounds drawn at random from the list so far:
The line under a structure holds: Rpn11 block, DNMT1 block, STEP block, Scp-1 inhibitor, NRP1-CendR mod, MT1-MMP act inh, NadD inh, SKN-1 inh, SUMO1 PPI mod, LMPTP inh
11: COc1ccc(Cc2c3cc(OC)c(OC)cc3cc[n+]2C)cc1OC
 : i, -15, 0, 101*, 14, -3, 14, 2, -10, -0.4
7: CCN(CC)S(=O)(=O)c1ccc(N(C)CCc2ccc(OC)c(OC)c2)nc1
 : i, 0, 0, -2, 4, -3, -4, 43*, 3, -0.6

The listing continues.
The line under a structure holds: Rpn11 block, DNMT1 block, STEP block, Scp-1 inhibitor, NRP1-CendR mod, MT1-MMP act inh, NadD inh, SKN-1 inh, SUMO1 PPI mod, LMPTP inh
21: O=C(Nc1ccc(F)cc1)N1CCC(c2nc3c(nnn3Cc3ccccc3Cl)c(=O)[nH]2)CC1
 : i, -2, -1, -9, -1, 6, 5, -5, 1, 2.3
22: Cc1ccc(S(=O)(=O)N2CC(O)C[C@H]2C(=O)OCC(=O)Nc2ccc(N3CCCCC3)cc2)cc1C (stereo not given in full)
 : i, -2, -2, 8, -17, 16, -1, -5, 1, -0.9
23: CC(=O)Nc1ccc(C(=O)COC(=O)c2c(C)noc2C)c(F)c1
 : i, 1, -2, -3, 3, -1, -6, -9, 5, -0.9
24: c1ccc(N2CC[N+]3(CCCC3)CC2)nc1
 : i, -1, 1, -3, -13, 0, -3, 10, -2, -7.0
25: N#Cc1cnn2ccc(-c3ccc4c(c3)CCC4)nc12
 : i, -1, -1, 0, -1, 2, -5, 8, -10, -0.3
26: CCCCNc1c(-c2ccc(OC)c(SC(C)CC)c2)nc2ccc(Cl)cn12 (stereo not given)
 : i, -7, 0, 4, -20, 1, -1, 15, -22, 1.0
27: CC(C)(CO)NC(=O)C(Cc1ccccc1)N1C(=O)c2ccccc2C1=O (stereo not given)
 : i, 0, 2, -4, 0, -1, -3, -8, 0, -0.8
28: COc1ccccc1N(CC(=O)NC(C)(C)C)C(=O)Cn1nnc(-c2ccc(C)o2)n1
 : i, 5, 2, -1, 6, -2, 1, 7, 4, -0.9
29: CC/C(=N\Nc1ccnc2cc(Cl)ccc12)c1ccc(O)cc1
 : i, -3, 3, -17, 0, 0, -12, 7, -7, 6.5
30: CC1CN(c2ccc(S(=O)(=O)N3CCOCC3)cn2)CC(C)O1 (stereo not given)
 : i, 1, -14, 1, 8, 1, 1, -8, -1, -2.7
31: Brc1cccc(Cn2c(-c3cncs3)nc3ccccc32)c1
 : i, -1, 2, 2, -3, -5, 7, 3, 2, 3.1
32: NCCOc1cnn(-c2ccccc2Cl)c(=O)c1Cl
 : i, 3, -4, -4, 2, 1, -3, -1, -1, -0.8
33: COc1ccccc1C1(CC(=O)N2CCOCC2)CCOC(C(C)C)C1 (stereo not given)
 : i, 0, -2, 12, 15, -1, -9, 11, -5, 0.2
34: CC(C)c1c(C(=O)N/N=C/c2ccco2)nnn1-c1nonc1N
 : i, 3, 0, -11, 4, 5, -5, 4, -10, -1.4
35: O=C(CCCN=C1NS(=O)(=O)c2ccccc21)OCc1cc([N+](=O)[O-])cc2c1OCOC2
 : i, 0, -1, -11, 1, -2, -7, -4, -9, -1.1
36: COc1c(N2CCN(C(=S)NCc3ccccc3)C(C)C2)c(F)cc2c(=O)c(C(=O)O)cn(C3CC3)c12 (stereo not given)
 : i, 10, -10, -12, 11, -8, 11, 5, 5, 53*
37: COc1ccc(C2CC(c3ccccc3O)=NN2c2ccccc2)cc1 (stereo not given)
 : i, 4, 2, -3, -6, 6, -3, -2, 4, 2.0
38: Cc1cc(C)n(-c2nc3c(c(=O)[nH]c(=O)n3C)n2CC(O)COc2ccccc2C)n1 (stereo not given)
 : i, 4, 2, -3, -2, 0, -2, -21, 3, -1.6
39: O=C1c2oc3ccc(F)cc3c(=O)c2C(c2ccc(F)cc2)N1CCCN1CCOCC1 (stereo not given)
 : i, -4, -1, -10, -6, 1, -2, -8, -7, -3.0
40: CCN(CC(=O)Nc1c(F)cccc1F)C(=O)c1cc(C)nc2ccccc12
 : i, 4, 2, -1, -13, -2, -4, 4, -1, -2.4
41: Cc1ccc(S(=O)(=O)N2CCC(=O)N(CCOCc3ccccc3C)CC2)cc1
 : i, 1, 0, -8, 8, 2, -2, 4, 1, 0.6
42: CCOC(=O)c1cccc(C2=CC(=O)C[C@H](c3ccc(Cl)cc3)C2)c1
 : i, 0, -1, -7, 7, 4, 2, 10, -1, 3.9

4 compounds from above, ordered by their value in SUMO1 PPI mod, highest first.
No.	structure	SUMO1 PPI mod
36	COc1c(N2CCN(C(=S)NCc3ccccc3)C(C)C2)c(F)cc2c(=O)c(C(=O)O)cn(C3CC3)c12 (stereo not given)	5
31	Brc1cccc(Cn2c(-c3cncs3)nc3ccccc32)c1	2
42	CCOC(=O)c1cccc(C2=CC(=O)C[C@H](c3ccc(Cl)cc3)C2)c1	-1
34	CC(C)c1c(C(=O)N/N=C/c2ccco2)nnn1-c1nonc1N	-10

Assay outcomes deposited in PubChem BioAssay by Sanford-Burnham Center for Chemical Genomics.
